Screens from PubChem BioAssay.
GRK2 aptamer HTS = blocks RNA aptamer binding to human GRK2; bead flow cytometry, FAM-aptamer displacement from GRK2; inhibition of aptamer binding, % at 10 µM; actives 0.59% (n = 330,000);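 active means inhibition of aptamer binding above 40%, roughly 3 SD of noise, on plates passing a quality check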;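 further: median bead fluorescence of bound FAM aptamer so fluorescent compounds give negative values; no value below 0 was filed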
BCLXL inh = blocks human Bcl-xL binding to Bim BH3 peptide; GST-Bcl-xL / FITC-Bim BH3 peptide fluorescence polarization; inhibition, % at 10.9 µM; actives 0.7% (n = 320,000);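 active means inhibition above the mean of all tested compounds plus 3 SD, cutoff set per campaign, cut at about 30% in these data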;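 further: 0% = DMSO wells and 100% = unlabeled Bim-BH3 peptide competitor; inhibitors lower millipolarization by displacing the labeled peptide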
Target sequence (Q07817 whole entry, looked up): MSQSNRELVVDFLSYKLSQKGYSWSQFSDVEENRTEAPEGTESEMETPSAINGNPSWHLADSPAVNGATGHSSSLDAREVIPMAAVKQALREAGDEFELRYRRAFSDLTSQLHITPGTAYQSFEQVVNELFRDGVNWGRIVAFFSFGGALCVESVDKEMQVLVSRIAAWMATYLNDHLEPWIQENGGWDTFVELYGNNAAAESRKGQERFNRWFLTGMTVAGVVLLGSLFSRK
MCL1 BIM primary = disrupts human MCL1 binding to BIM-BH3 peptide. GST-MCL1 / FITC-Bim-BH3 fluorescence polarization. inhibition, % at 10.9 µM. actives 0.68% (n = 320,000). Q07820;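 active means inhibition above the mean inhibition of all tested compounds plus 3 SD, set per campaign, cut at about 40% in these data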;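 further: 0% = DMSO wells and 100% = unlabeled Bim-BH3 peptide control; higher means more loss of mP so more displacement of Bim peptide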
Target sequence (Q07820 whole entry, looked up): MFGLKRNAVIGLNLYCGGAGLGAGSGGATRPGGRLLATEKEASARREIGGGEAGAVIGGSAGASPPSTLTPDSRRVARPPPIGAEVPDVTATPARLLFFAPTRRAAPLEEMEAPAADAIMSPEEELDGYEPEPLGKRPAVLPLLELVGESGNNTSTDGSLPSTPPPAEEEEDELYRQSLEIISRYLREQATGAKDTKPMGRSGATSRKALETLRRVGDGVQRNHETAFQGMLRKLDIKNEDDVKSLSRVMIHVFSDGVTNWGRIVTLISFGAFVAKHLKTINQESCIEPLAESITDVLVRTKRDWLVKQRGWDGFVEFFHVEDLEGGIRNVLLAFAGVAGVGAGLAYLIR
MEX-5 binding = C. elegans MEX-5 TCR-2 RNA binding activity; Q9XUB2; MEX-5/FITC-TCR2 RNA binding, fluorescence polarization; active compounds read low; activity score (negative = inhibition of binding), % at 10 µM; actives 0.38% (n = 300,000); AID 1832;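 active means inhibition past about -25% in most replicates, and total fluorescence under double the plate's negative control median, limit read from the data; inconclusive means replicates evenly split on the limit, or fluorescence at least double controls; inactive means too little inhibition in most replicates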;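 further: 0% = DMSO and -100% = 5 µM competing unlabeled TCR2 RNA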
Fam108B counter = blocks mouse Fam108B hydrolase in RBBP9 counter-screen | inhibition, % at 9.51 µM | AID 1947 | recombinant Fam108B, FP-Rh probe fluorescence polarization | actives 0.33% (n = 300,000);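 active means inhibition above the screen mean inhibition plus 3 SD, computed separately per campaign, cut at about 18% in these data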;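 further: inhibitors lower polarization as less probe binds the enzyme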
GLD-1 RNA inh = GLD-1-TGE RNA interaction inhibition (C. elegans). purified GLD-1 + fluorescein TGE RNA, fluorescence polarization. inhibition, % at 5.96 µM. Q17339. AID 2280. actives 0.44% (n = 320,000);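 active means percent inhibition above a per-plate cutoff, the plate mean of test compounds plus 3 SD, cut at about 30% in these data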;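 further: 0% = DMSO wells with GLD-1 and probe and 100% = wells lacking GLD-1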
VLA-4 inh = inhibition in a human VLA-4 binding assay; actives 0.2% (n = 330,000); P13612; inhibition, % (about 7 µM as worked out from the volumes in the protocol); VLA-4 expressing cells, ligand binding flow cytometry; AID 2557; in the data active means inhibition above about 50%
PME-1 inh = PME-1 (human) inhibition; Q9Y570; recombinant PME-1, FP-Rh probe fluorescence polarization; inhibition, % at 5.9 µM; actives 0.53% (n = 320,000);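 active means inhibition above the campaign mean of all compounds plus 3 SD, cut at about 26% in these data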;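 further: competitive labeling of PME-1 active site by serine hydrolase directed probe; 0% = PME-1 with DMSO and 100% = wells lacking PME-1 enzyme; inhibitors block probe labeling so polarization falls and inhibition rises; many of its hits are not listed in these tables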
Target sequence (Q9Y570 whole entry, looked up): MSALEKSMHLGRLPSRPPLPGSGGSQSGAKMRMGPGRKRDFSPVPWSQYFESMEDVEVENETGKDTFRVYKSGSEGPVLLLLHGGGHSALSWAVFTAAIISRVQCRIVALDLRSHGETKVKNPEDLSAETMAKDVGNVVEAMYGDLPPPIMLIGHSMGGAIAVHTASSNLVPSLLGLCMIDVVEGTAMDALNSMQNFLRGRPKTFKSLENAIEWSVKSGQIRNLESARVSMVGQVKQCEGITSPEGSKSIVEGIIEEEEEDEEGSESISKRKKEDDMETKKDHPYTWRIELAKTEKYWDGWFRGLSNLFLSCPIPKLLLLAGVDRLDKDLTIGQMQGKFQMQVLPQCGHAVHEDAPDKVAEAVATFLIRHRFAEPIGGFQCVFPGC
Efflux pump mplx = blocks antifungal efflux pumps in multiplex yeast assay; S. cerevisiae Candida pump triplex, Nile Red efflux; inhibition, % at 10 µM; actives 0.44% (n = 330,000); AID 485275;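 active means plate passing quality check with inhibition over a set limit, or well fluorescence over plate mean plus 4 SD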;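 further: Nile Red retained in pooled yeast measured as flow cytometry median fluorescence; 0% = buffer negative control and 100% = Enniatin B positive control; higher means more Nile Red kept so more efflux inhibition; some compounds called inactive have numbers as strong as hits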
The depositor's hits bear a star; ? = inconclusive; . = not tested or not shown. The list is partial (hit frequency here may not be typical).

structure | GRK2 aptamer HTS | BCLXL inh | MCL1 BIM primary | MEX-5 binding | Fam108B counter | GLD-1 RNA inh | VLA-4 inh | PME-1 inh | Efflux pump mplx
CNC(=O)C(=O)NCC1OCCCN1S(=O)(=O)c1ccc(F)cc1C (stereo unspecified) | 0 | 1 | 2 | -2.3 | -3 | 1 | -11 | -1 | -0.1
CS(=O)(=O)c1ccc(-c2nnn(CC(N)=O)n2)cc1 | 0 | -13 | -10 | 0.4 | -6 | -6 | 8 | -7 | 0.5
S=C(NCc1ccncc1)Nc1ccc(Cl)cc1Cl | 6 | 4 | -1 | ? | 4 | -4 | 3 | 5 | -0.3
COc1cc(/C=C2\SC(=Nc3ccccc3)N(CCc3c[nH]c4ccccc34)C2=O)ccc1OC(C)C(=O)O (stereo unspecified) | 0 | 8 | 10 | -4.7 | -1 | 5 | -4 | 12 | -0.1
CCOCc1nnc(NC(=O)CS(=O)(=O)c2ccc(C)cc2)s1 | 0 | 4 | 1 | -2.1 | 2 | -2 | 2 | -8 | 0.3
COc1ccc(Br)cc1CNC(=O)CCCc1cn(C)c2ccccc12 | 0 | 1 | 2 | -3.7 | 0 | 3 | 53* | 9 | 0.3
COc1ccc([N+](=O)[O-])cc1C(=O)C(=O)c1ccccc1 | 0 | -3 | -9 | 2.0 | -2 | -2 | 0 | 0 | 0.1
O=C(CCCc1ccccc1)NCCC1=CCCCC1 | 1 | 5 | 4 | 0.0 | 3 | 8 | 13 | -2 | -0.1
CC(C)n1c(SCC(=O)N2CCN(C)CC2)nc2c1c(=O)n(C)c(=O)n2C | 0 | 1 | -1 | 6.4 | -2 | -1 | 4 | -4 | -0.2
CCC(C)NC(=O)c1ccc2nc(Cc3ccc(OC)cc3)oc2c1 (stereo unspecified) | 3 | 5 | 11 | -0.4 | -2 | 2 | 1 | 1 | 0.0
Cn1c(=O)[nH]c(=O)c2c1nc(Br)n2CC(O)COc1ccccc1 (stereo unspecified) | 75* | 7 | 5 | -0.2 | -2 | 1 | 10 | 0 | 0.0
O=C(/C=C/c1ccc(F)cc1)N1CCc2ccccc2C1 | 3 | 2 | 8 | . | . | 2 | 23 | 2 | 0.1
CCCCOc1ccccc1C1NC(=O)NC(C)=C1C(=O)OCCOC (stereo unspecified) | 0 | 8 | 7 | 0.3 | 10 | -1 | -14 | 5 | -0.1
CCS(=O)(=O)N1Cc2ccccc2CC1C(=O)N1CCN(c2ccccc2)CC1 (stereo unspecified) | 0 | 2 | 8 | -1.3 | 0 | -1 | 13 | 3 | 0.0
N=c1oc2cc(O)ccc2cc1C(=O)Nc1ccc(F)cc1 | 0 | 7 | 4 | -4.1 | 2 | -1 | 11 | 5 | 0.2
C=CCN(C(=O)c1ccccc1)c1ccc(OC)cc1 | 0 | 1 | 0 | -1.6 | -1 | 2 | -20 | 0 | 0.1
O=C(c1ccc(F)cc1)c1c[nH]c(C(=O)NCc2ccco2)c1 | 0 | 5 | -2 | -0.5 | -2 | 0 | 1 | 4 | 0.0
Cc1ccccc1C[n+]1cccc2ccccc21 | 0 | 4 | 3 | 2.1 | 0 | 3 | 14 | -3 | -0.1
CC(C)Oc1ccc(Cc2cnc(=S)[nH]c2N)cc1 | 0 | 6 | 2 | -1.4 | 4 | 6 | 27 | -2 | 0.0
O=S(=O)(c1ccc(-c2cn3ccccc3n2)cc1)N1CCOCC1 | 0 | 6 | 4 | 2.5 | -2 | 0 | 18 | -1 | -0.1
CC1CCN(CC(=O)Nc2ccc(S(=O)(=O)N3CCC(C)CC3)cc2)CC1 | 1 | 4 | -5 | -0.7 | -4 | 6 | 2 | -1 | -0.1
CC(C)(O)CC[C@@H](O)[C@](C)(O)[C@H]1CC[C@@]2(O)C3=CC(=O)[C@@H]4C[C@@H](O)[C@@H](O)C[C@]4(C)[C@H]3CC[C@]12C | 1 | 9 | 4 | 0.6 | -4 | 1 | 12 | -6 | 0.1
CC(=O)c1cccc(NC(=O)Nc2cccnc2)c1 | 1 | 2 | 0 | 1.3 | -1 | -6 | -10 | -1 | -0.1
O=[N+]([O-])c1ccc(Cl)c(/C=N/n2c(-c3cccnc3)n[nH]c2=S)c1 | 0 | -10 | -22 | 1.9 | 2 | 6 | -7 | 3 | -0.1
Cc1ccc(CCNC(=O)C2CCCN(S(=O)(=O)c3cccc4nsnc34)C2)cc1 (stereo unspecified) | 4 | 4 | 3 | 1.2 | -3 | 8 | 0 | 5 | 0.1
O=C1c2ccccc2C(=O)N1CCCn1nnc(-c2ccc(N3CCOCC3)cc2)n1 | 0 | 3 | 1 | -1.5 | -1 | 3 | 10 | 3 | 0.1
COc1ccc(S(=O)(=O)N2CCC3(CC2)OCCN3S(=O)(=O)c2ccc(C)cc2)cc1OC | 3 | 7 | 3 | -0.9 | 4 | 1 | 3 | -3 | 0.0
O=C1CCc2cc(S(=O)(=O)N3CCC(C(=O)Nc4nccs4)CC3)ccc2N1 | 1 | 6 | 9 | -2.2 | 4 | 3 | 12 | -3 | 0.1
Cc1ccccc1-c1noc(-c2ccc(O)cc2)n1 | 1 | 6 | 7 | 0.8 | 0 | 7 | 23 | -3 | 0.1
COc1ccccc1C(=O)NCCN1CCN(C(=O)c2ccccc2OC)CC1 | 3 | 10 | 8 | -0.9 | -1 | 3 | 6 | 0 | -0.2

4 compounds already listed, arranged by their value in MCL1 BIM primary, low to high:
Compound	MCL1 BIM primary
O=C(c1ccc(F)cc1)c1c[nH]c(C(=O)NCc2ccco2)c1	-2
CC(C)(O)CC[C@@H](O)[C@](C)(O)[C@H]1CC[C@@]2(O)C3=CC(=O)[C@@H]4C[C@@H](O)[C@@H](O)C[C@]4(C)[C@H]3CC[C@]12C	4
COc1ccccc1C(=O)NCCN1CCN(C(=O)c2ccccc2OC)CC1	8
O=C1CCc2cc(S(=O)(=O)N3CCC(C(=O)Nc4nccs4)CC3)ccc2N1	9

More entries follow.
structure | GRK2 aptamer HTS | BCLXL inh | MCL1 BIM primary | MEX-5 binding | Fam108B counter | GLD-1 RNA inh | VLA-4 inh | PME-1 inh | Efflux pump mplx
CC(C)/C=N/NC(=O)c1cc(Br)ccc1O | 0 | -2 | 9 | . | 7 | 5 | 12 | -13 | 0.1
CCOC(=O)c1ccccc1NC(=O)Cc1ccccc1OC | 2 | 3 | 4 | 0.6 | 1 | -4 | 10 | 4 | 0.1
CC(=O)N1C(=O)/C(=C2\SC(=S)N(NC(=O)c3ccc(O)cc3)C2=O)c2ccccc21 | 9 | 13 | 19 | -4.0 | 1 | 5 | 23 | -12 | 0.0
Cc1ccc(/C=N/n2c(C3CCCCC3)n[nH]c2=S)s1 | 0 | -25 | -24 | -1.2 | -6 | -1 | -5 | 0 | 0.0
Cc1cnc(C(=O)OCC(=O)Nc2cc(-c3cc(C)c(C)cc3C)nn2-c2ccccc2)cn1 | 0 | -13 | -24 | 2.3 | -2 | -2 | 6 | 4 | 0.0
CC(=O)Nc1ccc(S(=O)(=O)NCCC(=O)N2CCc3ccccc32)cc1 | 2 | -3 | -7 | 0.4 | -4 | -4 | 4 | -3 | 0.6
CC1(c2ccccc2)NC(=O)N(CC(=O)NNC(=O)c2cccc(Cl)c2)C1=O (stereo unspecified) | 6 | -6 | -13 | . | . | 4 | -2 | 2 | -0.3
N=c1c2c3c(sc2ncn1CCN1CCOCC1)CCCCC3 | 2 | 3 | 6 | 0.1 | -1 | 1 | -9 | 3 | -0.1
COC(=O)c1c(NC(=O)C2COc3ccccc3O2)sc2c1CCN(C(C)=O)C2 (stereo unspecified) | 2 | 4 | 2 | 2.4 | 3 | 1 | 32 | 4 | 0.1
C=CCn1c(CCC)nc2ccccc21 | 1 | -3 | 5 | 1.5 | 0 | -8 | -3 | 3 | 0.0
Cc1cccn2c(=O)c3cc(C(=O)NC4CCCCC4C)n(C)c3nc12 (stereo unspecified) | 1 | 5 | 5 | -1.3 | 2 | -4 | 3 | 1 | -0.1
COc1ccc(OC)c(NC(=O)CN(Cc2ccc(F)cc2)C2CCCCC2)c1 | 0 | 2 | 4 | 0.3 | 0 | 0 | 15 | -9 | 0.1
CCCc1ccc(S(=O)(=O)N2CCN(Cc3ccco3)CC2)cc1 | 0 | 1 | -1 | 2.4 | 3 | -1 | 7 | -1 | 0.2
CC(C)OC(=O)CSc1nnc(Cc2ccccc2)n1C | 1 | 4 | 0 | -0.8 | 2 | 7 | 0 | 0 | -0.2
COc1ccc(OCCn2c(C)c(/C=N/n3cnnc3)c3ccccc32)cc1 | 0 | 6 | 2 | 1.1 | -3 | -5 | 13 | 3 | 0.0
CCOc1ncccc1C(=O)OCC(=O)Nc1c(C)cc(C)cc1C | 2 | 3 | 1 | -1.5 | 4 | -2 | 20 | 2 | 0.0
CCCCn1c(NCc2ccc(N(C)C)cc2)nc2ccccc21 | 0 | 0 | 0 | -3.3 | 1 | 1 | 11 | 8 | 0.0
CC1CCCC(NC(=O)CN(C)S(=O)(=O)c2cccc3cccnc23)C1C (stereo unspecified) | 2 | 1 | 1 | 1.6 | 2 | -1 | 46 | 6 | 0.0
Cc1cc(NC(=O)CSc2nc3c(C)cccc3cc2C)no1 | 0 | -2 | -5 | 2.0 | 2 | -2 | -1 | -2 | -0.3
COc1ccc(S(=O)(=O)N2CCC(C(=O)NCCC(=O)NCc3cccc(OC)c3)CC2)cc1 | 1 | 6 | 2 | -2.2 | -2 | 5 | 6 | 2 | 0.1
Cc1noc(NS(=O)(=O)c2ccc(NC(=O)/C=C/c3ccccc3)cc2)c1C | 1 | . | . | . | . | 4 | 20 | . | 0.1
CCOC(=O)c1ccc(NC(=O)NCc2ccccc2OC)cc1 | 0 | 2 | -2 | 0.0 | 2 | 3 | 19 | -8 | 0.1
CCOc1cc(C(=O)N2CCN(c3ccccc3)CC2)cc(OCC)c1OCC | 2 | 5 | 4 | -0.2 | 4 | 0 | 6 | 2 | 0.1
CCn1c(=O)cc(SCC(=O)Nc2ccc(C)cn2)c2ccccc21 | 0 | 6 | 1 | 1.5 | -4 | 4 | 4 | 0 | 0.0
CCOc1ccc(-c2nc(CSc3nnc(C)s3)cs2)cc1OC | 0 | 3 | -3 | 2.4 | 4 | -2 | 23 | 7 | 0.0
O=C(CCCNS(=O)(=O)c1ccc(F)cc1)Nc1ccc(F)cc1 | 0 | 1 | 0 | 0.6 | 2 | 8 | -11 | 4 | -0.3

Random excerpt: two entries already listed
structure | GRK2 aptamer HTS | BCLXL inh | MCL1 BIM primary | MEX-5 binding | Fam108B counter | GLD-1 RNA inh | VLA-4 inh | PME-1 inh | Efflux pump mplx
CC(C)OC(=O)CSc1nnc(Cc2ccccc2)n1C | 1 | 4 | 0 | -0.8 | 2 | 7 | 0 | 0 | -0.2
C=CCN(C(=O)c1ccccc1)c1ccc(OC)cc1 | 0 | 1 | 0 | -1.6 | -1 | 2 | -20 | 0 | 0.1
